SENP7 block = SENP7 protease inhibitors, primary screen, biochemical, luminescence, uHTS; 330,000 compounds, 1.5% hits; recombinant SENP7, Z-RLRGG-aminoluciferin luminescence, 40 min; inhibition, % at 5 µM; Sentrin-specific protease 7 (Homo sapiens), Q9BQF6;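 active means inhibition above about 50% at the single test dose, limit read from the data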;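 further: plate controls were DMSO with enzyme for no effect and no enzyme buffer wells for full effect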
Target sequence (Q9BQF6 706-1050 limits assumed): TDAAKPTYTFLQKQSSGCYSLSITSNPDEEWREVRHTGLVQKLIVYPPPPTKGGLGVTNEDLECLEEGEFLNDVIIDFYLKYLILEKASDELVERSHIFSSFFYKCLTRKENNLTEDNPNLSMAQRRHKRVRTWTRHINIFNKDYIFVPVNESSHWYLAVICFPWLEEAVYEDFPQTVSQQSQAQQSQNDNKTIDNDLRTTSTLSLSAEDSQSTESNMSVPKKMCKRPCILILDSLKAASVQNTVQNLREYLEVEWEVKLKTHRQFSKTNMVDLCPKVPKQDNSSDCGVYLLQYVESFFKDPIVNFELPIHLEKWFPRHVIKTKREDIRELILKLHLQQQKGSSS
SENP8 block-1 = SENP8 protease inhibitors, primary screen, biochemical, luminescence | Sentrin-specific protease 8 (Homo sapiens), Q96LD8 | purified SENP8, Z-RLRGG-aminoluciferin cleavage | inhibition, % at 10 µM | 330,000 compounds, 1.2% hits | AID 2540, 2010; in the data active means inhibition above about 50%
Apaf1 inhib = inhibitors of human Apaf-1 apoptosome, primary screen, biochemical, DEVD-Rh110 fluorescence, uHTS; inhibition, % at 20 µM; reconstituted apoptosome caspase-3 activity; Apoptotic protease-activating factor 1 (Homo sapiens), O14727; 330,000 compounds, 0.71% hits; AID 489030, 2010; active means inhibition of at least 40% at 20 µM;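 further: plate controls were DMSO wells for no effect and DEVD-CHO caspase inhibitor wells for full effect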
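System: Apoptosome proteins | Medium: Hepes pH 7.5 with detergent and BSA | Also added: Cytochrome c trigger plus (Z-DEVD)2-Rh110 caspase-3 substrate | Incubation: 30 min compound preincubation, 50 min activation, room temperature | Detection: Rhodamine 110 fluorescence at Ex 480/Em 540 nm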
SENP6 block = SENP6 protease inhibitors, primary screen, biochemical, luminescence, uHTS; Sentrin-specific protease 6 (Homo sapiens), Q9GZR1; Recombinant SENP6 catalytic domain, aminoluciferin luminescence; inhibition, % at 10 µM; 330,000 compounds, 1.8% hits; AID 2599, 2010;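 active means inhibition above about 50% at the single tested dose, limit read from the data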;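 further: plate controls were DMSO wells with enzyme for no effect and DMSO wells lacking enzyme for full effect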
Target sequence (Q9GZR1 628-1112 limits assumed): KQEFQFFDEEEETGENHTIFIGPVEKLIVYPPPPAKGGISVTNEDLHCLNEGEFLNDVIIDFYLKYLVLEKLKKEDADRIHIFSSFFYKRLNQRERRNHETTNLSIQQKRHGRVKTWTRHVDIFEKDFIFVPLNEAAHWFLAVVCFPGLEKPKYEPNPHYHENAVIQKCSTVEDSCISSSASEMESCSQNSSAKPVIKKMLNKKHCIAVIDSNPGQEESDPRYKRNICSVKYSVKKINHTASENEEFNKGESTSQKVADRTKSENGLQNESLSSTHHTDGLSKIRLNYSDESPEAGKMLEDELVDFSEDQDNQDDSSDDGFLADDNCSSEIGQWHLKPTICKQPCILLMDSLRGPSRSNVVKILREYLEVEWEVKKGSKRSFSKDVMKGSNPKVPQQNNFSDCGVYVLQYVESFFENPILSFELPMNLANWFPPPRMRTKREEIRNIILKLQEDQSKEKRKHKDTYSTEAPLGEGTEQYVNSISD
PfG6PD inh = PfG6PD enzyme inhibitors, primary screen, biochemical, fluorescence intensity, uHTS; 350,000 compounds, 0.78% hits; PfGluPho enzyme, NADPH resazurin-diaphorase fluorescence; glucose-6-phosphate dehydrogenase-6-phosphogluconolactonase (Plasmodium falciparum 3D7); inhibition, % at 20 µM;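 active means inhibition reaching at least a set limit at 20 µM in the primary screen, cut at about 59% in these data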;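 further: 0% = DMSO wells with substrate and 100% = DMSO wells lacking glucose-6-phosphate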
SENP1 FRET inh = human SENP1 catalytic domain inhibitors, primary screen, biochemical, FRET, uHTS | 360,000 compounds, 0.21% hits | inhibition, % at 10 µM | Sentrin-specific protease 1 (Homo sapiens), Q9P0U3 | AID 624204, 2012 | recombinant SENP1 catalytic domain, CyPet-SUMO1-YPet FRET cleavage;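 active means inhibition at least 30% at 10 µM, raw YFP signal under a set limit, fluorescence ratio 0.5 to 1.5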;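 further: 0% = enzyme with DMSO and 100% = no enzyme wells; some results filed as inactive read as strong as hits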
Target sequence (Q9P0U3 419-644 limits assumed): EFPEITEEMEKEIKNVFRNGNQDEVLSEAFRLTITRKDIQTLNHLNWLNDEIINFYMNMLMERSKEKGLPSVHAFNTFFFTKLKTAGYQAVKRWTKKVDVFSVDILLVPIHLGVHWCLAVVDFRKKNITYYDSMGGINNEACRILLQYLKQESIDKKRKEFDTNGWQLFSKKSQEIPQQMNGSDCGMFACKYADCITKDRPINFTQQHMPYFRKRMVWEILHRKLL
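System: Recombinant human SENP1 catalytic domain, His6-tagged | Incubation: Enzyme reaction for 50 min at room temperature, dark | Medium: Tris pH 8 with BME, BSA, NP40 and catalase | Also added: 25 nM SUMO1 FRET substrate | Compound: 10 µM single point, 0.5% DMSO | Measured by: FRET fluorescence in CFP and YFP emission channels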
HKDC1 inh = HKDC1 hexokinase inhibitors, primary screen, biochemical, fluorescence, uHTS; Q2TB90; recombinant HKDC1, G6PDH/diaphorase resazurin coupled fluorescence; inhibition, % at 20 µM; 340,000 compounds, 0.16% hits; AID 493160, 2011;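 active means inhibition above about 35% when tested at 20 µM, limit read from the data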;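 further: plate controls were DMSO wells with enzyme for no effect and DMSO wells lacking enzyme for full effect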
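Test system: Recombinant HKDC1 (HK5) hexokinase enzyme, produced in-house | Input: HKDC1 at 5 µg/mL | Buffer or medium: Tris pH 8.0 buffer with MgCl2, Tween-20, BSA, BME | Schedule: 90 min reaction incubation at room temperature, dark | Technique: Resazurin-to-resorufin fluorescence via G6PDH and diaphorase coupling, 525/613 nm | Controls: DMSO wells with and without enzyme mix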
SENP8 block-2 = human SENP8 protease inhibitors, primary screen, biochemical, fluorescence, Nedd8 protein substrate, uHTS. recombinant SENP8. inhibition, % at 20 µM. 360,000 compounds, 0.64% hits. Sentrin-specific protease 8 (Homo sapiens), Q96LD8. AID 602440, 2012; in the data active means inhibition mostly above about 40%, no sharp cut-off; inactive means mostly below about 27%
Starred values were filed as active, the others as inactive; . = no result given. Hits appear at their usual frequency; about 3.6% have a hit in one of these screens.

# | molecule | SENP7 block | SENP8 block-1 | Apaf1 inhib | SENP6 block | PfG6PD inh | SENP1 FRET inh | HKDC1 inh | SENP8 block-2
1 | CC(=O)NS(=O)(=O)c1ccc(N=NN2CCCCCC2)cc1 | 4 | 0 | -6 | 7 | -4 | 2 | -3 | 8
2 | C#CCOCCOCCOCCNc1nc(N2CCN(C(=O)[C@H](CCC(=O)O)n3cc(C(N)Cc4ccc(O)cc4)nn3)CC2)nc(N2CCN(C(=O)[C@H](CCC(=O)O)n3cc(C(N)CC(C)C)nn3)CC2)n1 (stereo partly drawn) | -10 | -7 | 13 | -10 | -1 | . | -1 | .
3 | O=C(Nc1ccc(Cl)cc1N1CCOCC1)C1CCCCC1 | -12 | -12 | 9 | 12 | 5 | 3 | -3 | 0
4 | COc1ccc(C2(C)ON(c3ccccc3C(F)(F)F)C2=O)cc1 (stereo not drawn) | 9 | -1 | -3 | -21 | 6 | 3 | 0 | 5
5 | Cc1ccc(-n2c(SCC(=O)NC3CCS(=O)(=O)C3)nc3ccccc3c2=O)cc1 (stereo not drawn) | -5 | -8 | -1 | -6 | 16 | -1 | -10 | 5
6 | CCOC(=O)Cn1nnc(-c2ccccc2)n1 | -4 | -11 | -2 | -14 | -8 | 2 | -5 | 14
7 | COc1cccc2c(=O)cn[nH]c12 | 10 | -9 | 8 | 1 | -13 | -2 | 1 | -427
8 | O=C(NCc1nnc(SCC(=O)N2CCCC2)o1)c1ccccc1F | 13 | 1 | -2 | -17 | 7 | 1 | -5 | 17
9 | Cc1occc1-c1nnc(SCC(=O)N2CCOCC2)n1CCc1ccccc1 | 5 | -2 | -1 | 3 | 6 | 0 | -5 | 11
10 | CC(C)OCCCNC(=O)c1c(N)n(/N=C/c2cccs2)c2nc3ccccc3nc12 | -1 | 10 | 12 | 10 | -11 | -25 | 2 | -294
11 | CC(=O)c1ccc(C(=O)N2CCCC(Nc3ccc(C(C)C)cc3)C2)s1 (stereo not drawn) | -5 | -8 | 7 | 5 | -5 | 2 | 9 | 9
12 | CC(=O)NC(CC(=O)NNC(=O)COc1c(C)cccc1C)c1ccccc1 (stereo not drawn) | 0 | 5 | -9 | 13 | 9 | 0 | -6 | 2
13 | Cc1ccc(-n2c(=O)c3sccc3n(CC(=O)NCc3ccco3)c2=O)cc1F | -7 | -8 | 6 | -17 | 5 | 0 | -4 | 19
14 | COc1ccc(CCC(=O)OCC(=O)c2ccc(C)cc2)cc1 | -9 | -2 | 10 | -17 | 21 | 2 | 6 | 15
15 | CCOc1ccc(-n2c(=O)c3c4c(sc3n(CC(=O)NCC3CCCO3)c2=O)CCC4)cc1 (stereo not drawn) | 0 | 3 | -21 | -5 | -12 | -1 | 17 | 32
16 | CC(OC(=O)/C=C/c1ccccc1Cl)C(=O)NC1CCCCC1C (stereo not drawn) | -13 | -13 | 5 | -9 | -3 | -1 | -7 | 8
17 | CC1(C)Oc2ccc(NC(=O)C3COc4ccccc4O3)cc2O1 (stereo not drawn) | 48 | 27 | 7 | 66* | 10 | -1 | -3 | 30
18 | O=c1cc(CSc2ccccc2)nc(-c2ccncc2)[nH]1 | -8 | -8 | -17 | -8 | -13 | 1 | -11 | 3
19 | Clc1cc2cccnc2c2ccccc12 | -6 | 7 | -5 | -9 | 30 | 0 | 4 | -3
20 | Cc1nc(C)c(CCNC(=O)c2ccc(C(F)(F)F)cc2)s1 | 5 | -6 | -6 | -15 | 3 | 1 | 15 | 9
21 | O=[N+]([O-])c1ccc(CSc2ccccn2)cc1 | 4 | -2 | 0 | -1 | 18 | 1 | 5 | 12
22 | O=C1N[C@@H](Cc2ccccc2)C(=O)N2[C@H]1C[C@]1(Br)c3ccccc3N(S(=O)(=O)c3ccc(F)cc3)[C@H]21 | 5 | 1 | 23 | 0 | 8 | 1 | 6 | 1
23 | Nc1c(Cl)cc(N=Nc2ccccc2)cc1Cl | . | . | . | . | 3 | 1 | 0 | 36
24 | CC(C)[C@H](NC(=O)OCc1ccccc1)C(=O)OCC(=O)N1CCN(c2ccccc2)CC1 | -12 | 0 | -1 | -3 | 9 | 0 | -3 | 12
25 | O=C(NCc1ccccc1)C(=O)NCC1OCCN1C(=O)c1cccs1 (stereo not drawn) | 1 | 5 | -12 | 13 | 0 | 1 | -5 | 8
26 | CN(c1cccc(NC(=O)CN(c2ccc(C34CC5CC(CC(C5)C3)C4)cc2)S(C)(=O)=O)c1)S(C)(=O)=O | 5 | 6 | 8 | -7 | 13 | 2 | 1 | 9
27 | COc1ccc(N2C(=O)/C(=C\c3ccco3)N=C2SCC(=O)N(C(C)C)C(C)C)cc1Cl | 4 | 0 | -5 | -2 | 26 | -11 | -2 | -19
28 | CCCCCC1CC(/C(C)=N/NC(N)=O)OC1=O (stereo not drawn) | 5 | 6 | 3 | 11 | -5 | 1 | -9 | 16
29 | NS(=O)(=O)c1cccc(NC(=O)CN2CCN(Cc3ccc4c(c3)OCO4)CC2)c1 | -4 | -13 | 11 | -28 | -11 | 2 | -9 | 13
30 | CCOc1cc(C=O)cc(Br)c1OCC(=O)NCCc1ccccc1 | -10 | -8 | 13 | -1 | 1 | 3 | 19 | -7
31 | COc1ccc(C)cc1NC(=O)c1nnn(Cc2cccc(F)c2)c1N | -4 | -5 | 2 | -24 | 8 | 3 | -3 | 2
32 | Cc1ccccc1C(C(=O)NCc1ccccc1)N(Cc1ccco1)C(=O)c1ccccn1 (stereo not drawn) | 8 | 3 | 8 | -8 | -2 | -9 | -5 | 2
33 | c1coc(CNc2ncnc3c2oc2ccccc23)c1 | 5 | -4 | -20 | -12 | 12 | -2 | -8 | 5
34 | O=C(NCc1ccccc1)c1ccc(C(=O)NCc2ccccc2)cc1 | . | . | . | . | 1 | -6 | -4 | 15
35 | CC(C)Nc1nc(NC(N)=S)nc(NC(C)(C)C)n1 | 3 | 3 | 8 | 0 | -4 | 1 | -4 | 20
36 | CCCSc1nc2sc3c(c2c(=O)n1CC)CC(C)(C)OC3 | 4 | -1 | 1 | 20 | 6 | 0 | -2 | 16
37 | O=C(Nc1ccccc1)c1ccc(S(=O)(=O)N2CCCC2)cc1 | 3 | -16 | -9 | -3 | 1 | 1 | -2 | 4
38 | C[C@H](CO)N1C[C@H](C)[C@@H](CN(C)S(=O)(=O)c2ccccc2)Oc2c(NC(=O)CCC(F)(F)F)cccc2C1=O | -8 | 5 | 10 | 8 | 8 | 0 | -3 | -1
39 | Cc1c(Cl)cccc1NC(=S)NC(=O)CCN1C(=O)c2ccccc2C1=O | 0 | 10 | 2 | 15 | 12 | 2 | -8 | 6
40 | O=c1[nH]cnc2sc3c(c12)CN(Cc1ccccc1)CC3 | 2 | 4 | 5 | 8 | 6 | -24 | 3 | -286
41 | COc1ccc(OCc2cc(C(=O)N3C[C@@H](C)O[C@@H](C)C3)no2)c(Cl)c1 | 10 | -2 | -1 | -17 | 1 | 0 | 1 | 3
42 | CCCCN(C(=O)C1=CC=CN2CCS(=O)(=O)N=C12)c1ccccc1 | -7 | -3 | 3 | -8 | 1 | 0 | -4 | -6
43 | Cc1cn(S(=O)(=O)c2ccc(Br)c3ccccc23)cn1 | -1 | -7 | 7 | -14 | . | . | . | .
44 | O=C(O)COc1ccccc1/C=N/NC(=O)CSc1nnc(SCc2cccc3ccccc23)s1 | 1 | 27 | 0 | -11 | 0 | 1 | -1 | 16
45 | Cn1nc(NC(=O)C(C)(C)C)c2c(F)cccc21 | 1 | -4 | -3 | 6 | -15 | 0 | 3 | 5
46 | CC(=O)NCC(=O)OCC(=O)N1c2ccccc2Sc2ccccc21 | -9 | -12 | 0 | 24 | 9 | -1 | -3 | 6
47 | Cc1cc(=O)oc2c(C)c(OCC(=O)NCC3CCC(C(=O)O)CC3)ccc12 (stereo not drawn) | 2 | -1 | -5 | 14 | 8 | 1 | -1 | -112
48 | COc1ccccc1C1=Nc2cccc3cccc(c23)N1 | 10 | 9 | -10 | 18 | 46 | 4 | 5 | 35
49 | Nc1ccccc1C#CCCCCO | 4 | -9 | -2 | -15 | -3 | 1 | -4 | 8
50 | Cc1cc(/C=C(\C#N)c2nc3ccccc3[nH]2)c(C)n1C | 0 | -5 | -3 | -1 | 19 | -43 | -9 | -83
51 | Cc1ccc(-n2c(SCC3CNC(=O)O3)nnc2-c2ccccc2)cc1C (stereo not drawn) | -1 | 4 | -6 | -3 | . | . | . | .
52 | CCN(CC)c1nc2c(c(=O)[nH]c(=O)n2C)n1Cc1ccccc1 | -9 | 2 | -13 | 5 | -8 | -1 | -1 | -6
53 | O=C(Nc1cccc([N+](=O)[O-])c1)c1ccc2nsnc2c1 | 6 | 3 | 13 | -7 | 44 | 1 | -7 | -19
54 | CCOC(=O)COc1ccc(S(=O)(=O)N2CCN(c3ccc(OC)cc3)CC2)cc1 | 0 | -8 | 20 | -26 | 6 | 0 | -9 | 8
55 | COCCNC(=O)CN(C(=O)Cn1nnc2ccccc21)c1ccc(F)c(Cl)c1 | -3 | -2 | -3 | -10 | -8 | 2 | 0 | 28
56 | CCOC(=O)N1CCN(C(=O)c2ccc(NS(C)(=O)=O)cc2)CC1 | 11 | 2 | -3 | 4 | -11 | 2 | 0 | 11
57 | CC(=O)NC1(c2ccccc2)CCN(Cc2nnnn2C(C)(C)C)CC1 | -3 | -5 | -9 | -19 | -15 | 0 | 1 | 4
58 | CCOC(=O)N1CCN(C(=O)c2ccc3c(=O)n(-c4cc(OC)ccc4OC)c(=S)[nH]c3c2)CC1 | 15 | -3 | -22 | 11 | -6 | -1 | -6 | 13
59 | CCCS(=O)(=O)N1CCCC(C(=O)NCCCN(Cc2ccccc2)C(C)C)C1 (stereo not drawn) | 10 | 0 | 3 | -22 | 1 | 0 | -8 | 14
60 | Cc1ccc(NS(=O)(=O)c2ccc(-c3cnc(C4CC4)o3)cc2)cc1 | 6 | -3 | 26 | 1 | 1 | 0 | 3 | 8
61 | Cc1cccc(Nc2nc(-c3ccc(O)cc3O)cs2)n1 | -3 | 9 | 25 | 26 | 42 | -4 | -6 | -1
62 | Cn1ncc2c(Nc3ccccc3Cl)nc(Nc3ccccc3Cl)nc21 | -7 | -3 | 18 | -17 | 30 | -2 | -2 | -25

Single records (already shown). Values in the order: SENP7 block	SENP8 block-1	Apaf1 inhib	SENP6 block	PfG6PD inh	SENP1 FRET inh	HKDC1 inh	SENP8 block-2
Listed for CC(=O)NCC(=O)OCC(=O)N1c2ccccc2Sc2ccccc21 → -9	-12	0	24	9	-1	-3	6
Listed for Cn1nc(NC(=O)C(C)(C)C)c2c(F)cccc21 → 1	-4	-3	6	-15	0	3	5

Screens deposited in PubChem by Sanford-Burnham Center for Chemical Genomics.
